From PubChem BioAssay
ARFGAP1 inh: inhibitors of rat ARFGAP1 GAP activity, primary screen, biochemical, fluorescence polarization, GDP tracer | ADP-ribosylation factor GTPase-activating protein 1 (Rattus norvegicus), Q62848 | Arfgap1-stimulated ARF1 GTP hydrolysis, GDP FP detection | inhibition, % at 16.5 µM | 0.26% of 360,000 active | AID 651572, 2012;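 active = inhibition above a per-plate limit, mean inhibition of low control wells plus 3 SD, cut at about 25% in these data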;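 also: 0% = DMSO wells with enzyme and 100% = wells lacking Arfgap1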
Target sequence (Q62848 1-136 limits assumed): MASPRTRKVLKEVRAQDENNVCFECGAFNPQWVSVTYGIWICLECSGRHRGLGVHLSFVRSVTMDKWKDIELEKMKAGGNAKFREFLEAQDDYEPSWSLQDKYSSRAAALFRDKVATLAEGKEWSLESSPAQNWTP
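Repeats: one replicate per compound; assay system: rat Arfgap1 catalytic domain, aa 1-136; times: enzyme reaction 120 min at 25 °C after 20 min preincubation; detection: FP of antibody-bound GDP Alexa 633 tracer, ex 620/em 688 nm; benchmarks: high control wells lacking Arfgap1, low control full reaction with DMSO; reagent: human ARF1(Δ1-17)-GTP substrate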
DDE Tn7 FP inh: inhibitors of Tn7 peptide binding to fibrin DD(E), primary screen, biochemical, fluorescence polarization, human fibrin, Tn7 probe. Fibrinogen beta chain (Homo sapiens), P02675. FP displacement of FITC-Tn7 peptide from fibrin DD(E); 0% = median of compound wells per plate. inhibition, % at 8.3 µM. 0.13% of 370,000 active. AID 720508, 2013;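 active = inhibition above the mean of compounds falling within the control limits plus 3 SD of them, cut at about 14% in these data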;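 also: 0% = plate median of compound wells and 100% = 10 µM Aha-Tn7 peptide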
Target sequence (P02675 whole entry, looked up): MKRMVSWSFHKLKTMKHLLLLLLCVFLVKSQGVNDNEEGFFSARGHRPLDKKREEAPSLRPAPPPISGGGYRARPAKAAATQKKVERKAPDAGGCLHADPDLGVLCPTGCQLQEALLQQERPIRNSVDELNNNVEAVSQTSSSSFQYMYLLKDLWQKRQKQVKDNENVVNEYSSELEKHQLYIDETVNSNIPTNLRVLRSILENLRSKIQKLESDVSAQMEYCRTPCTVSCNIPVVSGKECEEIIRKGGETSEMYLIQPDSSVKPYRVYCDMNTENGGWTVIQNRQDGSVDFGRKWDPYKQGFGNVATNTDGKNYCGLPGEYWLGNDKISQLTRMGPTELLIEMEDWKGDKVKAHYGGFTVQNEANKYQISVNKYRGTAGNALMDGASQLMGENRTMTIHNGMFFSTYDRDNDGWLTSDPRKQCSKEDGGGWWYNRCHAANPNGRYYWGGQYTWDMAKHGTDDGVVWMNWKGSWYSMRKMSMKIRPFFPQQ
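System: human fibrin DD(E); quantity: Fibrin-DD(E) at 2 µM final; also added: fluorescent Tn7 probe at 0.1 µM; compound dosing: single nominal test concentration of 8.3 µM per compound; schedule: 10 min preincubation, 3 h with tracer, room temperature; detection: fluorescence polarization of the labelled Tn7 tracer; repeats: one replicate per compound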
Tn6 DDE FP: inhibitors of Tn6 peptide binding to fibrin DD(E), primary screen, biochemical, fluorescence polarization, human fibrin, Tn6 probe; 0.21% of 370,000 active; Fibrin DD(E) TRITC-Tn6 fluorescence polarization displacement; inhibition, % at 8.3 µM; Fibrinogen beta chain (Homo sapiens), P02675; AID 720509, 2013;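 active = inhibition above a per-campaign cutoff: mean of compounds within control limits plus 3 SD, cut at about 15% in these data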;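 also: 0% = median of all compound wells on the plate and 100% = blocking peptide control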
ADAM17 inh: ADAM17 inhibitors, primary screen, biochemical, QFRET; Disintegrin and metalloproteinase domain-containing protein 17 (Homo sapiens), P78536; inhibition, % at 6.95 µM; 0.83% of 370,000 active; recombinant ADAM17, EDANS/DABCYL FRET peptide cleavage;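 active = inhibition above the mean of compounds lying between control limits plus 3 SD, set per campaign, cut at about 8.5% in these data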;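 also: 0% = DMSO-only wells as the low control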
PLCg1 inh: PLC-gamma1 enzyme inhibitors, primary screen, biochemical, fluorescence, purified enzyme; 1-phosphatidylinositol 4,5-bisphosphate phosphodiesterase gamma-1 (Homo sapiens), P19174; fluorogenic substrate; 0.84% of 370,000 active; inhibition, % at 12.2 µM; in the data active = inhibition above about 9.5%
SIAE inh: human SIAE inhibitors, primary screen, biochemical, fluorescence polarization, FP-Rh probe, 1536-well HTS; 0.69% of 370,000 active; inhibition, % at 9.66 µM; SIAE FP-Rh probe binding;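 active = inhibition above a cutoff: mean of compounds within the control limits plus 3 SD of those, cut at about 17% in these data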;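 also: 0% = plate median of compound wells and 100% = probe without SIAE protein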
ASAP1 GAP inh: inhibitors of human ASAP1 ArfGAP activity, primary screen, biochemical, fluorescence polarization. Arf-GAP with SH3 domain, ANK repeat and PH domain-containing protein 1 (Homo sapiens), …. ASAP1-stimulated ARF1 GTP hydrolysis, GDP FP detection. inhibition, % at 16.5 µM. 0.19% of 360,000 active; in the data active = inhibition above about 25%;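 also: 0% = vehicle with enzyme and substrate and 100% = no enzyme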
Target sequence (Q9ULH1 325-724 limits assumed): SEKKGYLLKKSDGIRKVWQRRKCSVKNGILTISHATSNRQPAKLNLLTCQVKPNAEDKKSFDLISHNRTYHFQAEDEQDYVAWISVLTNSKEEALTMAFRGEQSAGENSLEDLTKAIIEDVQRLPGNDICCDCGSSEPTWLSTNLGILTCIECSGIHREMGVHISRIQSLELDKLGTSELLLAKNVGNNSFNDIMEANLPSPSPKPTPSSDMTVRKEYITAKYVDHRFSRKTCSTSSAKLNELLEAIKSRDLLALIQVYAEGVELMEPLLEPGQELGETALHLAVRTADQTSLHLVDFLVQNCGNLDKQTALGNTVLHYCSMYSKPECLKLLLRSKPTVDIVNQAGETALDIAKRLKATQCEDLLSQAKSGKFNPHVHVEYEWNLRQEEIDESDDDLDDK
TDP2 absorb: human TDP2 enzyme inhibitors, primary screen, biochemical, epi absorbance, recombinant enzyme. T5PNP hydrolysis, p-nitrophenol absorbance 415 nm. inhibition, % at 12.8 µM. 0.34% of 370,000 active. AID 720702, 2013;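 active = inhibition above the mean of all tested compounds plus 3 SD, set per campaign, cut at about 25% in these data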;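 also: 0% = DMSO with enzyme and 100% = buffer with substrate but no TDP2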
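System: recombinant human TDP2 / Amount: 120 nM TDP2 per well / Also added: 5 mM T5PNP chromogenic substrate / Doses: 12.8 µM single point, 1% DMSO / Incubation: 2 h at 37 °C / Detection: p-Nitrophenol epi absorbance / Evaluation: % inhibition relative to enzyme-containing and enzyme-free wells / Repeats: singlicate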
PLC-beta3 inh: human PLC-beta3 inhibitors, primary screen, biochemical, fluorescence | inhibition, % at 12.2 µM | 0.18% of 370,000 active | 1-phosphatidylinositol 4,5-bisphosphate phosphodiesterase beta-3 (Homo sapiens), Q01970 | Purified PLC-beta3, fluorogenic substrate; in the data active = inhibition above about 11%;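 also: 0% = median of compound wells on plate and 100% = full blocker control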
ADAM10 inh: human ADAM10 inhibitors, primary screen, biochemical, QFRET, HTS; AID 720582, 2013; recombinant ADAM10, EDANS/DABCYL FRET peptide cleavage, 3 h; inhibition, % at 7 µM; 0.62% of 370,000 active;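 active = inhibition above a per-campaign cutoff equal to the mean of compounds falling between control-based bounds plus 3 SD, cut at about 20% in these data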;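 also: 0% = DMSO wells while the 100% control is not disclosed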
The depositor's hits bear a star; i = inactive; . = not tested or not shown.

SMILES | ARFGAP1 inh | DDE Tn7 FP inh | Tn6 DDE FP | ADAM17 inh | PLCg1 inh | SIAE inh | ASAP1 GAP inh | TDP2 absorb | PLC-beta3 inh | ADAM10 inh
Cn1c(C(=O)N2CCCC(C(=O)O)C2)cc2sccc21 (stereo not drawn) | -4 | -3 | -7 | -4 | 1 | 1 | 3 | 5 | 3 | 1
CC(C)(C)c1ccc(-n2ncc3c2CCCC3NC(=O)CCn2cncn2)cc1 (stereo not drawn) | 8 | -2 | 0 | -1 | 3 | 5 | 4 | 5 | -5 | -3
Cc1nc2cc(C(=O)NCc3cccnc3)ccc2n1-c1ccc(F)cc1F | 0 | 2 | -1 | 0 | -2 | -5 | 4 | -11 | -4 | -7
CN(C)CCNc1c2c(c(C#N)c3nc4ccccc4n13)CCCC2 | -6 | -8 | -2 | -9 | -20 | -4 | 0 | 5 | -52 | -30
O=C(c1cc(C2CC2)nn1-c1ccccc1)N1CCN(Cc2ccc(Cl)cc2)CC1 | -11 | -1 | 8 | 1 | -1 | 1 | 6 | 7 | -5 | 7
C/C(=N\Nc1ccc(Cl)c(C(=O)O)c1)c1ccc(Br)s1 | -6 | 8 | 5 | -3 | -1 | 3 | 3 | 8 | -8 | 0
CCCCNC(=S)N(C)/N=C/c1c(F)cccc1F | 1 | -2 | -8 | 1 | -3 | -3 | 13 | 5 | 1 | 1
COc1cc(C(C)=O)ccc1OCC(=O)N1CCc2ccccc2C1 | -6 | 1 | -10 | -4 | 0 | 0 | 3 | 3 | -7 | -1
Cc1ccc([C@@H]2C[C@H]3[C@@H](CN2S(=O)(=O)c2ccc(C)cc2)C(=O)C[C@@H](c2ccc(Cl)cc2)N3S(=O)(=O)c2ccc(C)cc2)cc1 | -11 | 4 | -2 | -3 | 1 | -5 | -6 | 13 | -2 | -6
COc1ccc(C/C(C)=N/NC(=O)C2COc3ccccc3O2)cc1 (stereo not drawn) | 7 | -1 | 2 | 0 | 2 | 4 | 8 | 4 | -1 | 8
COc1cc(F)ccc1CN1CCC(C(=O)Nc2ccc(Oc3ccccc3)nc2)CC1 | 8 | 0 | -1 | -2 | 3 | 0 | -2 | 1 | -4 | -2
CC[C@]12c3[nH]c4ccc(Cl)cc4c3CCN1C(=O)[C@@H](CC(=O)NCC13CC4CC(CC(C4)C1)C3)C[C@@H]2C(=O)N1CCN(C(=O)C2CC2)CC1 | -11 | 5 | 2 | 1 | 6 | 9 | -3 | -3 | 2 | -1
CC[n+]1c(/C=C/N(C)c2ccccc2)oc2ccc(F)cc21 | 7 | 0 | 3 | 5 | 6 | 8 | 7 | 11 | 1 | 0
CC1(C)CC(=O)C(C(=O)/C=C/c2ccco2)C(=O)C1 | -19 | 1 | 5 | 0 | -2 | 2 | -3 | 14 | -8 | -2
COCCC(=O)N1CCC(Oc2ccc(C(=O)NC3CCOC(C)(C)C3)cc2)CC1 (stereo not drawn) | 3 | 7 | 6 | -2 | -1 | 9 | -6 | 3 | -4 | 0
Cn1c(CCNC(=O)C(C)(C)C)nc2ccccc21 | 1 | 6 | 3 | -11 | -1 | -4 | -2 | 2 | 1 | -2
C[C@H](CO)N1C[C@H](C)[C@@H](CN(C)C(=O)Nc2ccc3c(c2)OCO3)Oc2ccc(NC(=O)NC3CCCCC3)cc2C1=O | -3 | -2 | -4 | -2 | -3 | 4 | -10 | 5 | -7 | -2
NC(=O)NC(=O)C(c1ccccc1)N1CCN(S(=O)(=O)Cc2ccccc2)CC1 (stereo not drawn) | -5 | -3 | -2 | -1 | 2 | 3 | 5 | -3 | -9 | -17
CC(=O)Nc1ccc(S(=O)(=O)N(C)c2ccc(O)cc2)cc1 | 7 | -4 | 2 | -1 | -1 | 2 | 9 | 8 | 4 | 5
Cc1ccc(C(=O)Nc2scc(-c3ccccc3)c2C(=O)O)o1 | -2 | 2 | -6 | -6 | -125 | 1 | -3 | 15 | -159 | -8
O=C(Cc1ccc(Br)cc1)Nc1ccc2[nH]ncc2c1 | -2 | -3 | 6 | 2 | 6 | 5 | 9 | 1 | -4 | 2
CCC/C=C1/CCCOC(C(=O)NCc2ccc(C)o2)(C(F)(F)F)C1 (stereo not drawn) | 1 | -9 | -13 | -3 | 8 | -4 | 5 | -26 | 3 | 0
CC1(C)CC2CC(C)(CN2C(=O)CCCN2C(=O)c3ccccc3C2=O)C1 (stereo not drawn) | -8 | 3 | 1 | -5 | -1 | -2 | -11 | 4 | -2 | -4
CC(NC(=O)COC(=O)CN1C(=O)C2CCCCC2C1=O)c1ccccc1 (stereo not drawn) | 7 | -2 | 1 | -1 | 3 | -2 | 9 | -4 | 3 | -13
CCCCc1ccc(S(=O)(=O)Nc2nnc(C)s2)cc1 | 8 | 9 | 2 | -2 | -6 | 0 | -10 | -6 | -6 | -3
CC(C)(C)CC(=O)Nc1cccc(-c2cn3cccnc3n2)c1 | -4 | 2 | 2 | i | i | -3 | 15 | 9 | i | i
CCCC(=O)Nc1c(O)c2ccccc2[nH]c1=O | -6 | 4 | 2 | -6 | -6 | 5 | 1 | 6 | -6 | 0
COc1ccccc1Nc1nnc(SC(C)C(=O)NC2CC2)s1 (stereo not drawn) | -6 | -2 | 0 | 9 | 0 | 9 | -11 | -9 | -7 | -10
CCCn1c(=O)c2c(nc3n2CCN3Cc2ccco2)n(C)c1=O | 14 | 4 | 4 | -4 | -1 | 2 | 10 | 4 | -5 | 1
O=C(COC(=O)c1cccs1)Nc1ccc(Cl)cn1 | 3 | 4 | -2 | 0 | 0 | -1 | -11 | 1 | 2 | -6
O=C(c1ccc(N2C(=O)CCC2=O)cc1)N1CCOCC1 | -10 | 0 | -3 | 1 | 3 | 1 | -7 | -15 | -2 | 5
CC(=O)Nc1ccc(C(=O)OCC(=O)NCc2cccs2)cc1 | 0 | 5 | 6 | -1 | 1 | -3 | -4 | -4 | -11 | -10
CC1CSC(N(C(=O)c2ccc(S(C)(=O)=O)cc2)c2ccc(Cl)cc2)=N1 (stereo not drawn) | -12 | 1 | 0 | -1 | 0 | -2 | 12 | 8 | -4 | 10
COc1cccc(OCC(O)CN2CCN(CCN3C(=O)c4cccc5cccc(c45)C3=O)CC2)c1 (stereo not drawn) | 9 | 0 | -1 | -8 | 2 | -4 | -9 | 1 | -1 | -27
Fc1cccc(Cn2ccc3ccc(-c4ccc5ccn(Cc6cccc(F)c6)c5c4)cc32)c1 | . | 0 | 1 | -6 | -14 | -1 | . | 7 | -20 | -15
COc1ccc2cc(C(N)=O)/c(=N/NC(=O)c3ccco3)oc2c1 | 2 | 4 | -6 | -31 | -39 | -9 | 10 | -4 | -44 | -103
CCN(CC)Cc1c(CC(C)C)oc(C)c1C(=O)O | 2 | -4 | -6 | 0 | 3 | -3 | -3 | 0 | -2 | 1
C=CCNC(=S)Nc1ccccc1 | -4 | -8 | 7 | -2 | 3 | 17 | 3 | 3 | 3 | 4
CCCC(=O)NC(c1ccc(Cl)cc1Cl)c1ccc2cccnc2c1O (stereo not drawn) | 4 | -7 | -5 | 8 | -28 | 15 | 8 | -23 | -20 | 17
CC(C)(C)c1ccc(C(=O)N2CCC2(C)C(=O)NS(=O)(=O)c2ccc(C#N)cc2)cc1 (stereo not drawn) | 0 | 1 | 4 | -2 | 1 | -4 | 1 | 7 | 0 | 5
CCn1c(CNc2ccc(F)cc2)nnc1SCC#N | 1 | -1 | -4 | 0 | 3 | -1 | -7 | 8 | 4 | 1
COc1ccc(S(=O)(=O)Nc2ccccc2C)cc1C(=O)N1CCOCC1 | 8 | -9 | 2 | -1 | 2 | 4 | -5 | 0 | 4 | 6
CNC(=O)c1cc2c(cn1)[nH]c1ccccc12 | 11 | -1 | 2 | -161 | -101 | -7 | 5 | -12 | -157 | -483
Cn1c(N)c(C(=O)COC(=O)CNS(=O)(=O)c2ccc(Cl)c(Cl)c2)c(=O)n(C)c1=O | 0 | 0 | 0 | 0 | 4 | -3 | 1 | -2 | 0 | -6
COc1cc(/C=N/NC(=O)c2nc(C)cc(C)n2)ccc1O | 7 | -1 | -6 | 1 | 2 | 1 | 11 | 2 | 0 | 14
O=C(CCc1nc(-c2ccccc2F)no1)NC1CCCCCC1 | 6 | -8 | -4 | 5 | 8 | 3 | -5 | -7 | 4 | 7
COC(=O)CC1COc2ccccc2N1S(=O)(=O)c1ccc(OC)cc1 (stereo not drawn) | -4 | 2 | 6 | -1 | -1 | -7 | -2 | 1 | -3 | 3
CC[n+]1c(/C=C/C=C/N(C(C)=O)c2ccccc2)sc2ccccc21 | 23 | -3 | -2 | 2 | -3 | -211 | 45* | 5 | -5 | 2
O=C1CC(c2ccccc2)Cc2nc3nc(C(F)(F)F)nn3cc21 (stereo not drawn) | -11 | 3 | -1 | -3 | -43 | 7 | 6 | 6 | -47 | -6
Cc1cc2c(cc(C(=O)NCCCN3CCOCC3)n2Cc2ccc(Cl)cc2)o1 | 5 | -1 | -5 | 0 | -7 | 13 | -5 | -5 | -13 | -4
CC12C(=O)N(c3nccs3)C(=O)C1C1C=CC2C1 (stereo not drawn) | 2 | -8 | 4 | -1 | 2 | -7 | -10 | -4 | 3 | 0
O=C(Nc1ccc(Br)cn1)c1cccc2c1-c1ccccc1C2=O | -7 | 3 | -1 | -3 | 0 | -5 | 0 | 17 | -5 | -6

Rows are unselected, and some 3.6% of all compounds hit somewhere here.
